# High-throughput results as filed in PubChem.
# KCNH2 WT inh = qHTS for Inhibitors of KCHN2 3.1: Wildtype qHTS; Voltage-gated inwardly rectifying potassium channel KCNH2 (Homo sapiens), Q12809; hit rate 0.37% among 340,000; AID 720551, 2013; activity change, % at 1.84 µM; U2OS, BacMam KCNH2, thallium flux FluxOr; active compounds read low;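 active = maximum activity change below -70%; inconclusive = maximum activity change between -70% and -50%; inactive = maximum activity change above -50%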; also: % is scaled to controls: 0 for no effect and ±100 for the full control effect
#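 U2OS cells transduced with wild-type KCNH2 virus are loaded with FluxOr dye for 45 min, and thallium flux is measured in kinetic reads before and after stimulation buffer. Rate constants are normalized to DMSO controls.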
# Coupling enz = qHTS Assay for Inhibitors of Fructose-1,6-bisphosphate Aldolase from Giardia Lamblia: Coupling assay counterscreen; coupling enzyme system counterscreen, AmpLite Red fluorescence; activity change, negative = inhibition, % at 58.2 µM, hits read low; hit rate 0.67% among 290,000; AID 2472, 2010; in the data active = activity change below about -30%; also: % is scaled to controls: 0 for no effect and ±100 for the full control effect
#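 Fluorescence at 525 nm excitation and 598 nm emission measured inhibition of the coupled detection system without aldolase. Compounds (at 57.5 uM final) were preincubated 10 min at room temperature with coupling enzyme reagent before a 20 min substrate/AmpLite Red step.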
# KCNH2 3.1 inh = qHTS for Inhibitors of KCHN2 3.1: Mutant qHTS. hit rate 0.95% among 340,000. Potassium voltage-gated channel subfamily H member 2, brain isoform KCNH2 3.1 (human). U2OS KCNH2 3.1, thallium flux FluxOr; active compounds read low. activity change, % (tested at about 1.8 µM);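 active = maximum activity change below -70%; inconclusive = maximum activity change from -70% to -50%; inactive = maximum activity change above -50%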;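 also: thallium influx rate constant from kinetic fluorescence after stimulation buffer; % is scaled to controls: 0 for no effect and ±100 for the full control effect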
#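 Kinetic fluorescence (2 min after stimulation buffer) measures Tl+ influx through KCNH2 3.1 expressed by viral transduction in U2OS cells; the rate constant is normalized against DMSO controls serving as positive and negative references.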
# CXXC DNA block = qHTS Fluorescence Polarization Assay for Inhibitors of MLL CXXC domain - DNA interaction. Histone-lysine N-methyltransferase 2A (Homo sapiens), Q03164. MLL-CXXC / FITC-HOXA9 DNA fluorescence polarization. Potency, µM (doses to about 115 µM), inactives show at the highest dose activity change, negative = inhibition, most hits filed as inhibitors. hit rate 0.037% among 290,000. AID 2662, 2010; active = well fitted inhibition curve with a large enough effect in the polarisation, with a control signal flat, not every such curve was filed as active; inconclusive = small, poorly fitted or top-dose-only effect, or effect the other way, or a change in a side signal; inactive = no such curve, though single readings can be large or run the other way; the % refers to the polarisation; also: potency is read from the fitted curve at half-maximal effect
#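 Steps: dispense CXXC domain solution (7 uM) → pin compounds or unlabeled HOX-A9 DNA control → 5 min ambient → add FLSN-HOX-A9 solution (50 nM) → spin → 30 min ambient → fluorescence polarization. Tris pH 7.5/NaCl/DTT/BSA buffer.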
# TRPV1 agonist = HTS Assay for Compounds that Act as Agonists of the Vanilloid Receptor 1. Transient receptor potential cation channel subfamily V member 1 (Homo sapiens), Q8NER1. hit rate 0.19% among 320,000. TRPV1-expressing cells, Fluo-8 calcium influx, agonist mode. activation, % at 8.33 µM. AID 540275, 2011; in the data active = activation above about 80%; inconclusive = between about 30% and that limit; also: 0% is about no effect
#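 Fluo-8 calcium influx in TRPV1-expressing cells, kinetic read (ex 480/em 520 nm). Compound added and read 3 min for agonist activity, followed by capsaicin at EC20 final and 2 min further read for enhancement.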
# AT treatment = qHTS Assay for Identifying a Potential Treatment of Ataxia-Telangiectasia. […] A-T fibroblasts, KAP-1 phosphorylation AlphaLISA; neocarzinostatin DNA damage 30 min before lysis. hit rate 0.19% among 320,000. Potency, µM (doses to about 57.5 µM), for the others: at the highest dose activation, actives largely listed as activators; also: potency is read from the fitted curve at half-maximal effect; % of control where 0% means no effect; nearly all actives have a fitted effect of over 45% in size
#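 ATM-like activity read as KAP-1 phosphorylation via AlphaLISA donor/acceptor antibody pairs after lysis and 6 hr at 25C. Cells were ATM-null patient fibroblasts ([…], hTERT), dosed 60 min, then exposed to the DSB inducer NCS for 30 min.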
# ASM inhibitor = Inhibitors of Secretory Acid Sphingomyelinase (S-ASM): qHTS | Sphingomyelin phosphodiesterase (Homo sapiens), P17405 | placental ASM, HMU-PC fluorogenic substrate, 60 min | Potency, µM (series often up to 57.5 µM), for inactives: at the highest dose activity change, negative = inhibition, most hits filed as inhibitors | hit rate 0.006% among 340,000; also: potency is read from the fitted curve at half-maximal effect
# Target sequence (P17405 47-631 limits assumed): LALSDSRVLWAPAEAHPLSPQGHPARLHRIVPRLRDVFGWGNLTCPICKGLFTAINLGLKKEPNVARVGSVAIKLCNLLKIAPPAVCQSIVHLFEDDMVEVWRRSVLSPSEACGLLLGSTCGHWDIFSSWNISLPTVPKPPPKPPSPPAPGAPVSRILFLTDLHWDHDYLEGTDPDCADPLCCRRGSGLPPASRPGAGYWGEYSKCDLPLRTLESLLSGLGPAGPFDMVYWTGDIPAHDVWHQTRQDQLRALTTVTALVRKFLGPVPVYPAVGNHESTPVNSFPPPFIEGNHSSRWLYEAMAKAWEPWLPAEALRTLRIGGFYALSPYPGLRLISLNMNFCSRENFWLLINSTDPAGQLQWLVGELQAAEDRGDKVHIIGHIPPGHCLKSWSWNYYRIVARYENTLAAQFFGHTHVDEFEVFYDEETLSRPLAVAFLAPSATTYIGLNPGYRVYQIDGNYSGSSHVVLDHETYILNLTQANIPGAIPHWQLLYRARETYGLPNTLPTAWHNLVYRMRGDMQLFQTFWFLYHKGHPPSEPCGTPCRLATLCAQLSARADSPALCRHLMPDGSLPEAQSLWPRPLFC
#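 Fluorescence read-out (Ex 386 nm, Em 447 nm) after stopping the reaction at pH 10. Enzyme: ASM from human placenta; substrate HMU-PC0, 9 uM final; 60 min, 37 °C. Compound preincubation 10 min, ambient temperature.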
# Integrin act MD = qHTS for Activators of Integrin-Mediated Alleviation for Muscular Dystrophy. hit rate 0.064% among 350,000. Potency, µM (titrated, usually from 38.3 µM), inactives show at the highest dose activation, most hits filed as activators. AID 624291, 2012. alpha7betagal myoblasts, beta-gal FDG fluorescence, 48 h;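 also: potency is read from the fitted curve at half-maximal effect; 100% = response of the positive control SU9516; nearly all actives have a fitted effect of over 60% in size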
#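 alpha7betagal+/- myoblasts (passage 13, 250/well) treated 48 h at 37C with compounds at 1:260 dilution of DMSO stock. Lysed, then beta-galactosidase activity read as FDG fluorescence (ex 480/em 540) after 30 min, with pre-read for autofluorescence.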
# MBNL1 CUG block = qHTS Assay for Inhibitors of MBNL1-poly(CUG) RNA binding. AID 2675, 2010. TR-FRET MBNL1-His/biotin-(CUG)12 binding, 665/545 ratio. Potency, µM (highest dose often 57.5 µM), inactives show top-dose activity change, negative = inhibition, most hits filed as inhibitors. Muscleblind-like protein 1 (Homo sapiens), Q9NR56. hit rate 0.036% among 280,000; active = well fitted inhibition curve with a large enough effect in the signal ratio, with a control signal flat, not every such curve was filed as active; inconclusive = small, poorly fitted or top-dose-only effect, or effect the other way, or a change in a side signal; inactive = no such curve, though single readings can be large or run the other way; the % refers to the signal ratio; also: potency is read from the fitted curve at half-maximal effect; % is scaled to controls: 0 for no effect and ±100 for the full control effect
# Target sequence (Q9NR56 whole entry, looked up): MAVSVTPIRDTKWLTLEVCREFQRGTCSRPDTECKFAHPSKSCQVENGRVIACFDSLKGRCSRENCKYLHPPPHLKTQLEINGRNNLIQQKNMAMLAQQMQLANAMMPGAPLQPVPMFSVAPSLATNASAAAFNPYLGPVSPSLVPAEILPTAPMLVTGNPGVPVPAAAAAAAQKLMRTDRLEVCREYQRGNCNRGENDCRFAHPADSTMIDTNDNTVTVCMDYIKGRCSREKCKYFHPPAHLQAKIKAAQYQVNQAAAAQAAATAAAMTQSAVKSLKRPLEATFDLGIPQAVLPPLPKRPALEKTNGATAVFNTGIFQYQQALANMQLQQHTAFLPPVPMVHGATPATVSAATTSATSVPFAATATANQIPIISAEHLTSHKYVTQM
#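 MBNL1-His + Biotin-(CUG)12, cpd titration 92 nM–58 uM; Tb anti-His Ab 0.055 ng/ul, SA-XL665 5 nM (final); 60 min RT; ratiometric 665/545 nm, Ex 340 nm; normalized to buffer and full-complex controls.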
# GALK inhibitor = qHTS Assay for Inhibitors of Human Galactokinase (GALK). Purified GALK, Kinase-Glo residual ATP luminescence. P51570. Potency, µM (titrated, usually from 57.5 µM), for the others: at the top dose activity change, negative = inhibition, most hits filed as inhibitors. hit rate 0.007% among 270,000. AID 1868, 2009; also: potency is read from the fitted curve at half-maximal effect; % is scaled to controls: 0 for no effect and ±100 for the full control effect
#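 Quantitative HTS: GALK 5 nM, ATP 35 uM, galactose 100 uM, 1 h room temperature, then luciferase-based ATP detection.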
# * hit, by the source's call; i = inactive; ? = inconclusive; . = not tested or not shown; [ ] = dose if it differs, or a comment. Unless noted, calls follow the shape of the dose curve; as a rule, active = well fitted curve in the direction sought with a large enough effect; inconclusive = small, poorly fitted or top-dose-only effect, or another doubt; inactive = no such curve, though single readings can be large; an effect the other way counts as inactive or inconclusive.
SMILES,KCNH2 WT inh,Coupling enz,KCNH2 3.1 inh,CXXC DNA block,TRPV1 agonist,AT treatment,ASM inhibitor,Integrin act MD,MBNL1 CUG block,GALK inhibitor
C/C(=N/NC(=O)CNC(=O)c1cccc(F)c1)c1ccc2c(c1)CCCC2,2,6,-26,?,?,-5%,-1%,-5%,-3%,8%
O=C1CC(c2ccc(S(=O)(=O)N3CCCCC3)cc2)CN1 (stereo not given),6,-1,25,8%,0,3%,0%,1%,6%,2%
COC(=O)c1sc2ccc(C)cc2c1C(=O)OC,22,.,-1,.,.,.,4%,23%,.,.
COc1ccc(C(=O)NC(C)c2nccs2)cc1OC1CCN(C(C)C)CC1 (stereo not given),-9,.,14,-8%,0,16%,1%,-5%,-5%,5%
Cc1cc(C)c(C)c(S(=O)(=O)N2CCN(C(=O)c3ccccn3)CC2)c1C,0,.,2,.,12,-4%,0%,-23%,.,.
O=C(O)COc1ccccc1/C=N/NC(=O)/C(=C\c1ccc2c(c1)OCO2)NC(=O)c1ccccc1,-2,7,13,3%,-9,-5%,-3%,0%,2%,0%
O=S(=O)(Nc1ccc(O)c2ccccc12)c1ccc(Br)cc1,.,-13,.,-3%,1,-6%,.,.,10%,3%
Cc1ccc(NC(=O)c2ccccc2)cc1C,-2,.,0,.,?,-2%,0%,37%,.,.
CCCCC1CCC(C(=O)N(CC(C)C)c2c(N)n(Cc3ccccc3)c(=O)[nH]c2=O)CC1 (stereo not given),-3,.,3,.,-6,16%,4%,-6%,.,.
Nc1c(-c2cccc(Cl)c2)cnn1-c1cccc([N+](=O)[O-])c1,3,-2,-5,6%,.,-2%,0%,19%,?,-1%
Cc1ccc(C)c(NC(=O)COC(=O)c2ccc(S(=O)(=O)N3CCCCC3)cc2)c1,2,.,12,.,0,1%,2%,11%,.,.
OCCNCCSc1nc(C2CCCCC2)n(-c2ccccc2Cl)n1,0,4,-4,-7%,.,10%,3%,-17%,.,0%
Nc1ccc(C(=O)N2CCCC2)cc1,0,-2,-5,-5%,0,.,2%,-8%,23%,1%
O=C(NC(Cc1c[nH]c2ccccc12)C(=O)NCCCN1CCOCC1)c1cccs1 (stereo not given),-2,2,-8,9%,-5,-2%,-1%,19%,-3%,-5%
O=Cc1ccc(Oc2cnccn2)cc1,i,-1,-12,9%,0,0%,3%,-10%,-2%,1%
COc1ccc(S(=O)(=O)n2ccc(C)n2)cc1C,-6,0,-11,-3%,0,5%,-1%,16%,-5%,0%
CCOC(=O)Cc1csc(NC(=S)NC(=O)c2cc(OC)cc(OC)c2)n1,-5,0,-2,-6%,2,-2%,-5%,14%,-3%,7%
c1cc2c(cnc3cscc32)s1,-15,-3,-2,-1%,-3,-5%,5%,-5%,?,-2%
O=C1C2CC=C(Cl)CC2C(=O)N1CCc1c[nH]c2ccccc12 (stereo not given),?,-1,15,3%,7,11%,-2%,25%,-12%,-4%
CCCCN(C(C)=O)c1c(N)n(CCC)c(=O)n(CC(=O)Nc2cc(Cl)cc(Cl)c2)c1=O,-1,2,12,0%,1,2%,-4%,0%,3%,5%
Cc1ccc(S(=O)(=O)N2CCCC(C(=O)NC3CCCC3)C2)cc1Cl (stereo not given),-9,0,3,-19%,?,-2%,-1%,-11%,-4%,-2%
COc1ccccc1N1CCN(C2CCN(C(=O)COc3cccc(C)c3)CC2)CC1,20,1,2,19%,5,1%,6%,-3%,.,2%
C=CCOn1c(=O)c(-c2ccc(OCC)cc2)[n+]([O-])c2ccccc21,2,2,0,0%,-1,-3%,33%,-17%,?,1%
Cc1ccc(NC(=O)c2ccc(S(=O)(=O)NCC3CCCO3)cc2)cc1 (stereo not given),11,2,6,20%,-15,2%,0%,-4%,0%,0%
CCCCN(C(=O)c1cccc(S(=O)(=O)N2CCOCC2)c1)c1c(N)n(CCC)c(=O)[nH]c1=O,-11,1,12,7%,0,7%,2%,-20%,-4%,0%
O=C(Nc1nc2c(s1)CCc1ccccc1-2)c1cccs1,-2,-11,-20,12%,?,14%,-12%,24%,4%,-4%
COc1ccc(-c2csc(NC(=O)C3CC(=O)N(Cc4ccccc4)C3)n2)cc1OC (stereo not given),-12,.,1,10%,8,9%,.,-10%,-2%,6%
Cc1c(C)c2ccc(OS(C)(=O)=O)c(C)c2oc1=O,2,1,15,3%,4,9%,56%[activator],15%,-9%,-1%
Cc1cccc(OCc2nnc(SCC(=O)O)n2Cc2ccccc2)c1,-3,18,15,-1%,-1,-2%,7%,-7%,-11%,5%
O=C(Oc1ccccc1)c1ccc2c(c1)C(=O)N(Cc1ccncc1)C2=O,-3,0,12,-14%,?,6%,0%,10%,?,.
NC(N)=NCCC[C@H](NC(=O)OCc1ccccc1)C(=O)O,10,4,5,14%,-8,-14%,3%,6%,-22%,.
CCc1c(C)nc(SC/C=C/c2ccccc2)[nH]c1=O,-3,1,-120*,-7%,7,1%,-1%,16%,-5%,0%
N=C1C(c2ccccc2)=C(O)CN1c1cccc(S(=O)(=O)Nc2cccc(C(F)(F)F)c2)c1,-31,2,.,-8%,-2,1%,-7%,-7%,.,0%
COc1cccc(NS(=O)(=O)c2ccc(NC(C)=O)cc2)c1,-22,3,-13,2%,5,-7%,-1%,-19%,-2%,0%
Cc1cc(=O)n2[nH]c(N3C(=O)CCC3=O)nc2n1,-3,3,4,-9%,-7,-1%,-1%,-13%,3%,-1%
N#Cc1ccc(NC(=O)Cn2cnc(S(=O)(=O)N3CCOCC3)c2)cc1,-8,.,-1,0%,-3,-1%,3%,2%,2%,-3%
CCn1cc(CN2CCCC(C(=O)Nc3ccc(-c4cscn4)cc3)C2)cn1 (stereo not given),4,.,-9,5%,4,11%,4%,22%,-13%,2%
COc1cc2ncnc(Nc3ccc4c(c3)OCO4)c2cc1OC,2,0,5,-3%,25,4%,-7%,3%,-21%,-2%
CCN(CC)S(=O)(=O)c1ccc(N2CCOCC2)c(NC(=O)C(C)(C)C)c1,-1,0,1,2%,22,-6%,-3%,4%,-10%,-2%
COc1ccc(Br)c(-c2nc(CS(=O)(=O)c3ccc(F)cc3)no2)c1,22,0,12,3%,.,8%,-3%,-13%,.,1%
O=C(COC(=O)CNC(=O)c1ccccc1F)Nc1ccc2c(c1)OCCO2,4,1,-2,-4%,-2,7%,4%,-29%,-5%,-1%

# Record cards (already shown). Order of values: KCNH2 WT inh	Coupling enz	KCNH2 3.1 inh	CXXC DNA block	TRPV1 agonist	AT treatment	ASM inhibitor	Integrin act MD	MBNL1 CUG block	GALK inhibitor
# `N=C1C(c2ccccc2)=C(O)CN1c1cccc(S(=O)(=O)Nc2cccc(C(F)(F)F)c2)c1` as listed: -31	2	.	-8%	-2	1%	-7%	-7%	.	0%
# `COc1ccccc1N1CCN(C2CCN(C(=O)COc3cccc(C)c3)CC2)CC1` as listed: 20	1	2	19%	5	1%	6%	-3%	.	2%
# `O=C(O)COc1ccccc1/C=N/NC(=O)/C(=C\c1ccc2c(c1)OCO2)NC(=O)c1ccccc1` as listed: -2	7	13	3%	-9	-5%	-3%	0%	2%	0%
# `Cc1c(C)c2ccc(OS(C)(=O)=O)c(C)c2oc1=O` as listed: 2	1	15	3%	4	9%	56%[activator]	15%	-9%	-1%

# An excerpt from above in order of number of heavy atoms, low to high:
SMILES,KCNH2 WT inh,Coupling enz,KCNH2 3.1 inh,CXXC DNA block,TRPV1 agonist,AT treatment,ASM inhibitor,Integrin act MD,MBNL1 CUG block,GALK inhibitor
CCc1c(C)nc(SC/C=C/c2ccccc2)[nH]c1=O,-3,1,-120*,-7%,7,1%,-1%,16%,-5%,0%
COc1cccc(NS(=O)(=O)c2ccc(NC(C)=O)cc2)c1,-22,3,-13,2%,5,-7%,-1%,-19%,-2%,0%
O=C(COC(=O)CNC(=O)c1ccccc1F)Nc1ccc2c(c1)OCCO2,4,1,-2,-4%,-2,7%,4%,-29%,-5%,-1%
